Screening data as filed in PubChem.
Hep lipid drop – modulators of hepatic lipid droplet formation. inhibition, % at 6.5 µM. actives 0.4% (n = 240,000). AML12 mouse hepatocytes, oleate lipid droplets, BODIPY imaging;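 active means lipid droplet intensity inhibited by at least 50%, with more than 500 cells counted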
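Material: mouse AML12 hepatocyte cell line, fixed after treatment; Timing: compound with oleate, overnight; Technique: high-content imaging of BODIPY-stained droplets and DAPI nuclei; Probe or stimulus: oleate, 100 µM final; Dosing: compound at 6.5 µM only.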
SIAH1 antagonists – Siah-1 peptide-binding antagonists, primary screen, biochemical, fluorescence polarization, rhodamine-plectin, uHTS (AID 1817); Siah-1 / rhodamine-plectin peptide fluorescence polarization; higher % means a stronger effect; actives 0.02% (n = 290,000); one-dose displacement, % at 20 µM; IC50 in µM for titrated hits;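 active means displacement of at least 50% at 20 µM, with a fluorescence ratio check between 0.3 and a set limit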;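 further: plate controls were Siah plus tracer with DMSO for no effect and tracer alone without Siah for full effect; strong numbers were not always called active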
K1F lysis inhibition – inhibition of K1F phage lysis, E. coli UTI89, bacterial capsule biogenesis inhibitors, alamar blue (AID 488966); E. coli UTI89 K1F phage lysis, alamar blue, 2 h; higher % means a stronger effect; one-dose inhibition, % at 100 µM; IC50 in µM for titrated hits; actives 0.02% (n = 340,000);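 active means phage lysis inhibition, versus mean bacterial control, above a set limit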;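 further: capsule biogenesis inhibitors block K1F phage lysis so surviving cells raise fluorescence; higher fluorescence means more inhibition of phage lysis; actives were called in the ten point dose series up to 300 µM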
Hep lipid drop cells 6.5 µM – second read-out of Hep lipid drop, no call of its own (marks repeat the call); cell count; measured here: cell count, cytotoxicity flag;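 cells counted across two imaged fields per well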
Numbers without * were called inactive; & = joins results of further samples; [ ] = another dose, or the depositor's remark. Not all compounds are listed; the hit share may differ from the screen's.

Values in the order: Hep lipid drop, Hep lipid drop cells 6.5 µM, SIAH1 antagonists, K1F lysis inhibition
O=C(CCCC(=O)N1CCN(c2cccc(Cl)c2)CC1)c1ccccc1
  -23, 832, 2%, 6.4%
O=C(Nc1ccnn1C1CCN(Cc2cc(Cl)ccc2O)CC1)C1CC1
  -1, 706, -6%, 0.4%
COc1ccc(/C=C/c2noc(-c3ccccc3OC(C)=O)n2)cc1
  -39, 786, 1%, 0.8%
CC1CCN(CCCNC(=O)c2nn(C)c3c2CS(=O)(=O)c2ccccc2-3)CC1
  -5, 799, 0%, 0.5%
CCOCCCNC(=O)Cn1nc(Cc2ccncc2)c2ccccc2c1=O
  0, 723, 6%, 0.2%
CCOC(=O)c1ccc(-n2c(CCC(=O)O)ccc2-c2ccccc2)cc1
  2, 792, 2%, -0.3%
Cc1ccc(C)c(NC(=S)N2CCN(S(=O)(=O)c3ccccc3)CC2)c1
  17, 782, 4%, 1.1%[50 µM]
CCN(CC)CCCNC(=O)CCn1nc(-c2ccccc2)ccc1=O
  -9, 822, 3%, 0.1%
CCC1COCCS(=O)(=O)N1Cc1ccccc1 (stereo not given)
  -6, 737, 6%, 0.5%
Cc1ccc(NC(=Nc2ccc(Br)cc2)N2CCOCC2)cc1C
  -15, 717, -8%, 0.1%
CCCCCC(=O)Nc1nnc(CCc2ccccc2)s1
  -3, 839, -2%, 0.0%
CCOc1ccccc1C(=O)N/N=C/c1ccoc1
  -5, 675, 6%, -0.1%
O=C(CCCNC(=O)c1ccc(Cl)cc1)NCc1ccccc1F
  3, 855, 3%, 0.5%
O=c1[nH]c(C2CCN(S(=O)(=O)c3ccc4c(c3)OCCO4)CC2)nc2c1nnn2Cc1ccc(F)cc1
  -2, 819, 2%, 0.0%
CCOC(=O)N1CCN(CC(O)COc2cc(C)cc(C)c2)CC1 (stereo not given)
  -16, 845, -2%, 0.4%
COc1ccc(C(=O)Nc2cc3c(cc2N2CCCCC2)n(C)c(=O)n3C)cc1OC
  -12, 685, -4%, 2.9%
CC(C)[C@H](NC(=O)c1cc2cc(Cl)ccc2n1C)C(=O)N1CCC(C(=O)O)CC1
  13, 846, -3%, 0.0%
CCCCOc1ccc(C(=O)NCC(=O)NC2CCN(Cc3ccccc3)CC2)cc1
  27, 800, 0%, 0.5%[50 µM]
CCC(C)(C)NC(=O)C(c1ccc(OC)cc1)N(C(=O)CCC(=O)Nc1cc(C)on1)C1CC1 (stereo not given)
  8, 831, -2%, 1.1%
CC(C)(C)OC(=O)N[C@@H](COCc1ccccc1)C(=O)N[C@@H](CO)[C@H](O)[C@@H]1C[C@@H]1C(=O)NC1CC1
  2, 765, 6%, 0.0%
S=C(NCc1ccccc1)Nc1ccc(Oc2ccccc2)cc1
  -15, 778, 2%, 0.5%
CCCSc1nnc(NC(=O)CSc2sc3c(O)cc(=O)[nH]c3c2C#N)s1
  -39, 615, 1%, 0.5%
O=C(C1CCCN(Cc2ccccc2[N+](=O)[O-])C1)N1CCCC1 (stereo not given)
  6, 822, 6%, -1.2%[50 µM]
COc1cccc(N2CCN(S(=O)(=O)c3ccc4c(c3)N(C(C)=O)CCO4)CC2)c1
  14, 780, 6%, 0.5%
Cc1c(NC(=O)c2cnc(Cl)c(Cl)c2)c(=O)n(-c2ccccc2)n1C
  -1, 717, 0%, 0.0%
Cc1cc(C)cc(N(CC(=O)NC2CCCC2)C(=O)c2csnn2)c1
  -2, 765, 3%, 0.4%
COc1ccc(S(=O)(=O)N2CC(C)N(C(=O)N3CCOCC3)C2)cc1 (stereo not given)
  -8, 740, -2%, 0.9%
CC(C)CC(=O)Nc1ccnn1C1CCN(C(=O)c2ccc(Cl)cc2F)CC1
  13, 736, 4%, 0.3%
CC(=O)Nc1ccccc1NC(=O)C/C(C)=N/NC(=O)C1CCCCC1
  -2, 783, 8%, 0.3%
CCOC(=O)CNC(=O)CSc1nnc(NC(=O)c2ccc3c(c2)OCO3)s1
  2, 855, -2%, 0.0%
Cc1ccccc1CN1CCC(N2CCC(C(=O)NCC3CCCO3)CC2)CC1 (stereo not given)
  -2, 855, 0%, 0.8%[50 µM]
OC(COc1ccc(F)cc1)CN1CCN(c2ccccc2F)CC1 (stereo not given)
  -10, 822, 6%, 0.4%
O=C(Nc1ccc2cccnc2c1)c1ccc(Br)cc1
  -2, 778, 3%, 0.3%
COc1ccc(N2CCN(C(=O)CCCNC(=O)Cn3cnc4sc(C)c(C)c4c3=O)CC2)cc1
  -15, 820, 2%, -0.2%
C=CCN(C(=O)c1csnn1)C(C(=O)NC1CCCCC1)c1ccc(C)cc1 (stereo not given)
  -34, 458, -1%, -0.3%
COc1ccc(N2CCN(C(=O)Cn3cnc4sc(C)c(S(=O)(=O)N5CCOCC5)c4c3=O)CC2)cc1
  -33, 740, 4%, 0.1%
Cc1cc(NC(=O)c2ccc3[nH]c(C)c(C)c3c2)ccn1
  1, 758, -9%, 2.8%[50 µM]
Cc1cccc(C)c1OCC(=O)NNC(=S)NC(=O)C1CC1
  3, 873, -5%, 3.0%
Cc1ccc(SCc2c(C(=O)N/N=C/c3ccc4c(c3)OCO4)nnn2-c2nonc2N)cc1
  -2, 727, 1%, 0.0%
O=CN1CCN(C(=O)c2cccc3c2-c2ccccc2C3=O)CC1
  13, 857, -3%, 0.0%
Cc1cc(OC(C)C(=O)NCc2cccnc2)c2c(C)cc(=O)oc2c1 (stereo not given)
  0, 735, -4%, -0.3%
Cc1oc2c(cc(NS(=O)(=O)c3ccc(F)cc3)c3ccccc32)c1C(=O)O
  -14, 816, 2%, 0.0%
CCN(C(=O)CCc1ccccc1)C1CCCCC1
  4, 889, 0%, 0.3%
CCN1CCN(C(=O)C(=O)c2cn(CC(=O)N(CC)CC)c3ccccc23)CC1
  8, 849, -3%, 0.6%
CC1CCN(C(=O)C2CCN(S(=O)(=O)c3ccc4c(c3)CC(C)N4C(=O)C3CC3)CC2)CC1 (stereo not given)
  3, 733, 0%, 0.0%

Arranged by molecular weight (smallest number first): some entries from above.
Values in the order: Hep lipid drop, Hep lipid drop cells 6.5 µM, SIAH1 antagonists, K1F lysis inhibition
CCN(C(=O)CCc1ccccc1)C1CCCCC1
  4, 889, 0%, 0.3%
Cc1cc(NC(=O)c2ccc3[nH]c(C)c(C)c3c2)ccn1
  1, 758, -9%, 2.8%[50 µM]
Cc1cccc(C)c1OCC(=O)NNC(=S)NC(=O)C1CC1
  3, 873, -5%, 3.0%
OC(COc1ccc(F)cc1)CN1CCN(c2ccccc2F)CC1 (stereo not given)
  -10, 822, 6%, 0.4%
Cc1cc(OC(C)C(=O)NCc2cccnc2)c2c(C)cc(=O)oc2c1 (stereo not given)
  0, 735, -4%, -0.3%
C=CCN(C(=O)c1csnn1)C(C(=O)NC1CCCCC1)c1ccc(C)cc1 (stereo not given)
  -34, 458, -1%, -0.3%

Further results follow:
Values in the order: Hep lipid drop, Hep lipid drop cells 6.5 µM, SIAH1 antagonists, K1F lysis inhibition
COc1cccc(CN(C)C(=O)CSc2nc3ccccc3[nH]2)c1OC
  31, 743, 1%, 0.6%
CC(C)(C)OC(=O)N1CCC[C@H]1C(=O)Nc1ccc(Br)cc1
  -10, 808, 2%, -0.1%
CC(NC(=O)Nc1ccccc1Cl)c1ccc2c(c1)OCO2 (stereo not given)
  -2, 863, -2%, 0.2%[50 µM]
Cc1ccc(C)c(N2N=C(C(=O)Nc3ccccc3N3CCCC3)CCC2=O)c1
  1, 854, -4%, 3.0%[50 µM]
CN1C2CC(OC(=O)C(CO)c3ccccc3)CC1C1OC12 (stereo not given)
  -7&-2, 774&857, 2%&-1%, 0.2%[50 µM]
S=C(NCc1ccccc1)NC1CCSc2ccccc21 (stereo not given)
  2, 716, 0%, 0.1%
COc1ccc(/C=C/C(=O)NCC(=O)N/N=C/c2cccs2)cc1
  1, 862, -2%, 1.2%[50 µM]
CCC(C)NC(=O)c1cc(S(=O)(=O)N2CCCCC2)c[nH]1 (stereo not given)
  23, 715, 13%, 0.4%
COc1ccc(N(C(=O)CNC(=O)c2ccco2)C(C(=O)NC2CCCC2)c2ccc(C)o2)cc1 (stereo not given)
  -15, 860, 10%, -0.3%
COCC(=O)N1CCC(Oc2ccc(C(=O)NCc3cc(C)no3)cc2)CC1
  2, 885, -4%, 0.0%
Cc1ccc(NC2CCCN(C(=O)CCN3CCCCO3)C2)cc1C (stereo not given)
  -2, 801, -4%, 0.0%
COc1cccc(CN(CC(=O)NCc2ccco2)C(=O)CNS(=O)(=O)c2ccccc2)c1
  -8, 738, 3%, 0.6%
O=C(CCN1CCCCC1=O)NC1CCCc2c1cnn2-c1ccccc1F (stereo not given)
  -2, 771, -3%, 0.2%
Nc1ncc(Br)cc1S(=O)(=O)NCCC(=O)N1CCN(c2ccccc2)CC1
  32, 728, 2%, 0.1%
CC1=CC=CN2C1=NC(=O)CC2(C)C(=O)N(CC(=O)NC1CCCC1)Cc1ccccc1 (stereo not given)
  2, 814, -3%, 0.3%
CCOc1ccc(CC(=O)NCC(=O)NCc2cc(=O)n(C)c(=O)n2C)cc1
  -9, 702, 4%, 0.5%
CSc1ccc(/C=C(\NC(=O)c2ccccc2)C(=O)NCCN2CCOCC2)cc1
  8, 693, 4%, -0.2%
COc1ccc(-c2cc(C)no2)cc1S(=O)(=O)NCc1cccc(C)c1
  -20, 699, 0%, -0.2%
CCOc1cc(C(C(=O)NCC2CCCO2)N(C(=O)Cn2nnc3ccccc32)c2cccc(OC)c2)ccc1O (stereo not given)
  -7, 783, -1%, 0.0%
COc1ccccc1-c1nc2c(c(SCC(=O)N3CCCCC3)n1)Cc1c(CO)cnc(C)c1O2
  -11, 758, 11%, 0.2%
O=C(CSc1nc2ccccc2c(=O)[nH]1)Nc1ccc(N2CCOCC2)cc1
  3, 868, 1%, 0.6%[50 µM]
C[C@H](NC(N)=O)C(=O)N1CCN(S(=O)(=O)c2ccc3ccccc3c2)CC1
  -11, 692, 4%, 0.5%
O=C(Nc1ccc(Br)cc1)C1CC(O)CN1C(=O)Oc1ccccc1 (stereo not given)
  -3, 854, -5%, -0.3%
O=C(CN1CCN(Cc2ccccc2)CC1)Nc1cccc(Br)c1
  17, 802, -3%, 0.3%
COc1ccc(-c2cc(C(=O)NC3CCCC3)no2)cc1
  -8, 710, 14%, 0.3%
Cc1ccc(-c2nc(CS(=O)CC(=O)N3CCN(c4ccccc4)CC3)c(C)o2)cc1 (stereo not given)
  -46, 670, 0%, -0.4%
CCCS(=O)(=O)N1CCc2ccc(NC(=O)c3ccccc3Cl)cc2C1
  0, 793, -2%, 0.5%
c1ccc(CCc2ccncc2)cc1
  -2, 849, 1%, 0.4%
CC(=O)c1ccc(NC(=O)NNS(=O)(=O)c2ccc(F)cc2)cc1
  12, 882, -2%, -0.2%
COCCCNC(=O)CN1C(=O)COc2ccc(S(=O)(=O)N3CC(C)CC(C)C3)cc21 (stereo not given)
  1, 702, 4%, 1.6%
CCc1ccc(N2C(=O)C3C4C=CC(CC4)C3C2=O)cc1 (stereo not given)
  -2, 815, -1%, 0.2%
CCOc1ccc(S(=O)(=O)c2cn(C)c3cc(OC)c(OC)cc3c2=O)cc1
  16, 727, 2%, 0.0%
COc1ccccc1NC(=O)C1CCN(S(C)(=O)=O)CC1
  9, 824, 4%, 0.4%
Cc1ccccc1CN1CCN(S(=O)(=O)c2cccc3nsnc23)CC1
  -21, 677, -1%, 0.6%[50 µM]
CC(=O)N1CCN(C(=O)CNC(=O)c2ccc(Br)o2)CC1
  8, 684, 2%, -0.1%
Cc1ccc(C(=O)NCc2ccc3c(c2)OCO3)c(C)c1
  0, 832, 3%, 0.1%
Cc1ccc(C(=O)N2CCCC(C(=O)Nc3cccc(-c4ccc(F)cc4)c3)C2)cn1 (stereo not given)
  -4, 701, 3%, -0.4%
COc1ccc(C(=O)NCCc2nnc3ccc(SCC(=O)Nc4ccccc4)nn23)cc1
  -28, 666, 6%, -0.7%[50 µM]
CC1CCN(S(=O)(=O)c2ccc([N+](=O)[O-])cc2)CC1
  7, 772, 0%, 0.0%
Cc1cc(C)n(-c2nc3ccccc3c(=O)n2OCC#N)n1
  -16, 829, -3%, 1.8%[50 µM]
CCN(CC)c1ccc(/C=N/N2CCN(c3ccccc3OC)CC2)cc1
  -3, 786, 2%, -0.1%
COc1cc(C2=NOC(C(=O)NCc3cccnc3)C2)cc(OC)c1OC (stereo not given)
  -1, 848, 1%, 0.0%
O=S(=O)(c1ccc(Cl)s1)N1CCN(CCc2ccccc2)CC1
  -10, 673, 0%, 1.0%[50 µM]
COc1cccc(N2C(=O)C3CCCN3C2=S)c1 (stereo not given)
  17, 431, -2%, 0.7%
CN(CC1CCOCC1)C(=O)CC1C(=O)NCCN1Cc1cccc(C(F)(F)F)c1 (stereo not given)
  -1, 680, 0%, -0.2%
O=C(NCc1ccccc1Cl)c1ccc(NC2=NC3CS(=O)(=O)CC3S2)cc1 (stereo not given)
  -20, 787, -2%, 1.4%
Cc1cc(C)c(NC(=O)C2CC3CCC2C3)c(C)c1 (stereo not given)
  2, 807, 1%, 0.3%
O=C(Nc1ccccc1)c1ccc(S(=O)(=O)NCc2cccnc2)cc1
  -37, 806, 13%, 0.1%
